DT40 TDP1 no CPT = qHTS for Inhibitors of human tyrosyl-DNA phosphodiesterase 1 (TDP1): qHTS in cells in absence of CPT. DT40 Tdp1-/- hTDP1 cells, no CPT, ATP luminescence, 48 h. Potency, µM (titrated, usually from 46.2 µM), without a hit: top-dose activity change, negative = growth inhibition, hits mostly inhibitors. 420,000 tested, 15% active. AID 686978, 2013; active = well fitted inhibition curve with a large enough effect; inconclusive = small, poorly fitted or top-dose-only effect; also: nearly all actives have a fitted effect of over 55% in size
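Cells were dispensed at 400 per well, compounds added by pin tool, plates incubated ≥48 hr at 37 °C, then CellTiter-Glo added for 30 min at room temperature before luminescence reading. Line: DT40 Tdp1-/- complemented with hTDP1; camptothecin omitted.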
Numbers without * were called inactive; ? = inconclusive; & = joins results of further samples. % is scaled to controls: 0 for no effect and ±100 for the full control effect; potency is read from the fitted curve at half-maximal effect. This is a subset (hit frequency here may not be typical).

SMILES	DT40 TDP1 no CPT
CCC(=O)N1CCC(C)(C(=O)Nc2ccc3c(c2)OCCO3)C1 (configuration not stated)	-13%
OC(c1cccc(Cl)c1)c1nc(-c2cc3ccccc3o2)cs1 (configuration not stated)	?
COc1ccccc1-c1cc2nc(NCCc3ccc(S(N)(=O)=O)cc3)ccn2n1	21µM*
Cc1ccc(C(=O)Nc2ccccc2C(=O)O)cc1S(=O)(=O)Nc1ccc(Br)cc1	?
CC(=O)Nc1cccc(-c2ccnc3c2CC(C(=O)Nc2ccc(Cl)cc2)O3)c1 (configuration not stated)	16µM*
COc1ncnc2c1ncn2CC1COC(C)(C)O1 (configuration not stated)	2%
C[C@@H]1CN([C@@H](C)CO)S(=O)(=O)c2ccc(Br)cc2O[C@H]1CN(C)C(=O)c1ccncc1	?
CCCCN(C=O)c1c(CC)nc2c(OCC(=O)C(C)(C)C)cccn12	-25%
CC1(C(=O)NS(=O)(=O)Cc2cccc(Cl)c2)CCN1C(=O)Cc1ccc(-c2ccccc2)cc1 (configuration not stated)	-1%
COC(=O)C1CCCCN1Cc1ccc2c(c1)CN(C1CCSCC1)CCO2 (configuration not stated)	-26%
O=C(OCc1ccccc1)N1CCC2CC1c1cc(-c3cc4ccccc4o3)ccc12 (configuration not stated)	?
Cc1ccc(Sc2ccc(NC(=O)c3ccc(F)cc3)cc2C#N)cc1	12µM*
O=[N+]([O-])c1ccc(COP(=O)(O)OCc2ccc([N+](=O)[O-])cc2)cc1	-14%&3%
CC(C)C(O)c1ccc2c(c1)CN(C(=O)c1ccccc1-n1cccn1)CCO2 (configuration not stated)	-12%
C[C@H]1CN([C@@H](C)CO)S(=O)(=O)c2ccc(Br)cc2O[C@H]1CN(C)C(=O)Cc1ccccc1	?
CCCc1nc2ccc(C(=O)OC)cn2c1Cc1ccccc1	29µM*
CN[C@@H](CO)C(=O)NC[C@H]1O[C@@H](n2cc(C)c(=O)[nH]c2=O)C[C@@H]1O	-28%
COc1cccc(C2CC(c3ccccc3Cl)Nc3ncnn32)c1 (configuration not stated)	?
C[C@H](CO)N1C[C@H](C)[C@@H](CN(C)S(=O)(=O)c2cccs2)OCc2cnnn2CCCC1=O	?
Cc1ccc(CNC(=S)Nc2ccc3c(c2)c(=O)n(C)n3Cc2cccc(C(F)(F)F)c2)cc1	15µM*
Cc1c(C(=O)Nc2nccs2)oc2ccccc12	?
O=S(=O)(c1ccc(NC(=S)NC23CC4CC(CC(C4)C2)C3)cc1)N1CCCCC1	21µM*
CC1(c2nc3ccccc3[nH]2)c2ccccc2C(=O)N1Cc1ccccn1 (configuration not stated)	-23%
CCC(c1nc2ccccc2[nH]1)n1c(=O)c(-c2ccco2)nc2ccccc21 (configuration not stated)	18µM*
CCN(CC)S(=O)(=O)c1ccc(N2CC(C(=O)Nc3cccc(C(=O)NC4CC4)c3)CC2=O)cc1 (configuration not stated)	0%

Looked up by structure from the entries so far:
SMILES	DT40 TDP1 no CPT
C[C@@H]1CN([C@@H](C)CO)S(=O)(=O)c2ccc(Br)cc2O[C@H]1CN(C)C(=O)c1ccncc1	?
CCCCN(C=O)c1c(CC)nc2c(OCC(=O)C(C)(C)C)cccn12	-25%
CN[C@@H](CO)C(=O)NC[C@H]1O[C@@H](n2cc(C)c(=O)[nH]c2=O)C[C@@H]1O	-28%
COC(=O)C1CCCCN1Cc1ccc2c(c1)CN(C1CCSCC1)CCO2 (configuration not stated)	-26%

Returning to the listing, repeating the seven entries before the break.
SMILES	DT40 TDP1 no CPT
C[C@H](CO)N1C[C@H](C)[C@@H](CN(C)S(=O)(=O)c2cccs2)OCc2cnnn2CCCC1=O	?
Cc1ccc(CNC(=S)Nc2ccc3c(c2)c(=O)n(C)n3Cc2cccc(C(F)(F)F)c2)cc1	15µM*
Cc1c(C(=O)Nc2nccs2)oc2ccccc12	?
O=S(=O)(c1ccc(NC(=S)NC23CC4CC(CC(C4)C2)C3)cc1)N1CCCCC1	21µM*
CC1(c2nc3ccccc3[nH]2)c2ccccc2C(=O)N1Cc1ccccn1 (configuration not stated)	-23%
CCC(c1nc2ccccc2[nH]1)n1c(=O)c(-c2ccco2)nc2ccccc21 (configuration not stated)	18µM*
CCN(CC)S(=O)(=O)c1ccc(N2CC(C(=O)Nc3cccc(C(=O)NC4CC4)c3)CC2=O)cc1 (configuration not stated)	0%
CCOc1ccc(-c2cccc(NS(=O)(=O)c3cccc([N+](=O)[O-])c3)c2)nn1	?
CCC(c1nc2ccccc2[nH]1)n1c(-c2ccnc(Cl)c2)nc2ccccc21 (configuration not stated)	-18%
Cc1ccc(S(=O)(=O)N2C[C@H]3N(C(=O)OC(C)C)N(C(=O)OC(C)C)C[C@H](OC(=O)NCc4ccccc4)[C@@]3(O)C2)cc1	21µM*
Cc1nnc(SCC(=O)N2CCCC2)n1-c1ccc(F)cc1	-5%
CN1CCCN(C(=O)[C@@H]2C[C@@H](Sc3nc4ccccc4[nH]3)CN2Cc2ccc(OC(F)(F)F)cc2)CC1	?
COc1ccccc1N(CC(=O)Nc1ccccc1C(F)(F)F)S(=O)(=O)c1ccc(C)cc1	?
CCNC(COC(=O)c1ccc([N+](=O)[O-])cc1)C1CCCCC1 (configuration not stated)	?
CC(C)Cc1ccc(C(C)CC2=CCC(CN(C)C)C2=O)cc1 (configuration not stated)	4.6µM*
COc1cc(OC)cc(C2=Cc3ccccc3C(CC(=O)c3ccco3)N2c2ccc(-c3ccc(C(N)=O)cc3)cc2)c1 (configuration not stated)	?
Cn1nc(SCc2ccccc2)c(=O)[nH]c1=O	-16%
CC(=O)C[C@H]1c2cc(F)cc(F)c2S(=O)(=O)N1C1CCN(Cc2ccccc2)CC1	4µM*
CCc1ccccc1CC1CN(Cc2ccccc2)Cc2ccccc2N1c1ccc(OC)cc1 (configuration not stated)	12µM*
CCCN1CCN(CCCNC(=O)CN2C(=O)COc3ccc(C(C)(C)C)cc32)CC1	-5%
COc1ccc(Cc2c(C(C)(C)C)nc3cc(C)c(Br)c(C)n23)c(C)c1	?
O=C(CN1C(=O)CCC1=O)Nc1nc2c(F)cc(F)cc2s1	-14%
OCCc1ccc(NCCc2ccco2)cc1	-8%
O=C1NC[C@H](CCCCN2C[C@H](Cc3ccc(O)cc3)N(Cc3ccccc3)C(=O)C2=O)N(CCc2ccc(O)cc2)C1=O	-9%
CNC(=O)C1CN(C(=O)c2nn(Cc3ccccc3)c(=O)c3ccccc23)c2ccccc2O1 (configuration not stated)	?
Cc1c(F)c(N2CCNC(C)C2)cc2c1c(=O)c(C(=O)O)cn2C1CC1 (configuration not stated)	4%
CCCCCCCCN1C(=O)[C@H](CC(=O)NCc2cccs2)C[C@@]2(C(=O)OCC)CCCC=C12	16µM*
COc1ccc(CCCNC(=O)C2Cc3c(-c4cccc(NC(C)=O)c4)ccnc3O2)cc1 (configuration not stated)	3.7µM*
O=S(=O)(Cc1ccccc1)NC1c2ccccc2Oc2ccccc21	21µM*
COc1cc(C(=O)C(=O)N2CCC(Cc3ccccc3)CC2)cc2ccccc12	23µM*
O=S1(=O)CC(N2CCN(Cc3ccccc3F)CC2)CN1Cc1cn(Cc2ccc(Cl)cc2)nn1 (configuration not stated)	13µM*
Cc1cccc(N(CC(=O)NCCc2ccccc2)S(=O)(=O)c2ccccc2)c1C	18µM*

Taken from the entries so far (two entries):
SMILES	DT40 TDP1 no CPT
O=S1(=O)CC(N2CCN(Cc3ccccc3F)CC2)CN1Cc1cn(Cc2ccc(Cl)cc2)nn1 (configuration not stated)	13µM*
Cc1cccc(N(CC(=O)NCCc2ccccc2)S(=O)(=O)c2ccccc2)c1C	18µM*

The list continues:
SMILES	DT40 TDP1 no CPT
Cc1ccc(F)c(S(=O)(=O)NC(=O)C2(C)CCN2C(=O)Cc2ccccc2)c1 (configuration not stated)	8%
CN1CCOCCOc2ccccc2OCCOCC1	2%
COc1ccc2c(c1)CCCC(Br)C2=O (configuration not stated)	3.3µM*
CC1(C(=O)NS(=O)(=O)c2ccccc2)CCN1C(=O)Cc1ccc(Cl)cc1Cl (configuration not stated)	-19%
COc1ccccc1N1CCN(c2nc(C)cc(=O)[nH]2)CC1	-11%
COc1cccc(C(NC(C)=O)c2nc(-c3ccccc3OC)cs2)c1 (configuration not stated)	-25%
O=[N+]([O-])c1ccc(-c2cn(-c3ccc(Cl)cc3)cn2)cc1	?
CN(C(=O)c1ccc(NC(=O)Cc2cccc(NC(=O)C3CCCN(S(=O)(=O)c4cccc([N+](=O)[O-])c4)C3)c2)cc1)C1CC1 (configuration not stated)	?
Nc1nc(N)c2[nH]c(=S)[nH]c2n1	-2%
COc1ccccc1OCCCCCCN1CCN(C)CC1	-25%
COc1cc(CNc2ncnc3c2ncn3[C@H]2CN(Cc3cc(OC)c(OC)c(OC)c3)C[C@@H](CO)O2)cc(OC)c1OC	-25%
CCCCn1nnnc1C(c1ccccc1)N1CCN(c2ccc(OC)cc2)CC1 (configuration not stated)	?
c1ccc(NN(Cc2ccncc2)c2ccccc2)cc1	?
COc1ccc([C@H]2/C=C\CN(C(=O)C3CCCC3)[C@@H](C)C(=O)N2Cc2ccc(F)cc2)cc1	7.3µM*
COc1ccc(CNC(=O)OC2CC3CC2[C@H]2CCCCN2C3=O)cc1 (some centres not stated)	-9%
COc1ccc(CCCN2CCC(CN3C(=S)NC[C@@H]3Cc3ccccc3)CC2)cc1OC	-14%
COCc1ccc(CN2CCOc3c(O)cc(-c4cc(C)c5ccc(F)cc5n4)cc3C2)o1	?
CC1(c2nnnn2Cc2ccccc2)CCC(=O)N1CCOc1ccccc1 (configuration not stated)	?
COc1cccc(CC(=O)Nc2ccc3c(c2)c(=O)n(C)n3-c2ccc(C(C)(C)C)cc2)c1	?
COc1ccc(C(=O)N2CCC3(CC2)c2ccccc2[C@@H](NC(=O)c2ccccn2)[C@@H]3OC)c(O)c1	?
CN1CCN(C(=O)OC2CC3CC2[C@H]2CCCCN2C3=O)CC1 (some centres not stated)	-9%
CN(C)c1ccc(NC(=O)Nc2nnc([C@H]3C[C@H](O)[C@@H](CO)O3)s2)cc1	-3%
Cc1cn([C@H]2C[C@H](O)[C@@H](CNCc3ccc(CN(C)S(C)(=O)=O)o3)O2)c(=O)[nH]c1=O	0%
O=C(Nc1cccc(F)c1)c1cc(-c2ccco2)nc2ccccc12	-5%
O=S(CC(O)c1ccccc1)c1ccccc1 (configuration not stated)	16µM*
Continuation:
SMILES	DT40 TDP1 no CPT
C[C@@H]1C[C@@H](CC(=O)NCC2Cc3cccc(-c4ccncc4)c3O2)NC(=S)N1 (some centres not stated)	-19%
Cc1cccc(C)c1N1C(=O)c2ccccc2NC(=O)C1C(=O)NCCc1ccccc1F (configuration not stated)	?
Cc1onc(-c2c(F)cccc2Cl)c1C(=O)Nc1cc2cc([N+](=O)[O-])ccc2oc1=O	2%
CCN(CC(=O)Nc1ccc(NC(C)=O)cc1)C(=O)C1CC(=O)N(c2ccc3c(c2)OCCO3)C1 (configuration not stated)	-29%
C[C@H](CO)N1C[C@H](C)[C@@H](CN(C)S(=O)(=O)c2ccc3c(c2)OCCCO3)OCc2cn(nn2)CCCC1=O	-12%
O=C(Nc1ccccc1)c1cc(C2COCCN2C(=O)c2ccccn2)on1 (configuration not stated)	?
COc1ccc(C(O)c2ncc(-c3ccc(Cl)cc3)[nH]2)cc1 (configuration not stated)	-21%
COc1cc(-c2cc3nc(NCc4cccc(Cl)c4)ccn3n2)cc(OC)c1OC	5.2µM*
COc1cccc(CSc2nc3n(n2)C(c2ccc(C(=O)O)cc2)C(C(=O)Nc2ccccc2)=C(C)N3)c1 (configuration not stated)	-12%
CC(=O)Nc1nnc([N+](=O)[O-])s1	18µM*
Cc1cccc(C)c1NC(=O)C(c1cccc2ccccc12)n1c(=O)c(-c2ccco2)nc2ccccc21 (configuration not stated)	?
COCCn1nnnc1CN(CCc1ccccc1)Cc1cc2cc(OC)ccc2[nH]c1=O	-18%
COc1ccc(C=C(C(=O)c2ccccc2)C(=O)c2ccccc2)cc1	?
CC(C)C(=O)NCCc1nc(-c2ccccc2Cl)no1	-13%
CCN(CC)C1Oc2cc3c(cc2C(c2cc(OC)c(O)c(OC)c2)C1C)OCO3 (configuration not stated)	?
CC[C@@H](C)[C@@H](CO)NC(=O)[C@H]1O[C@@H](n2cnc3c(N)ncnc32)[C@H](O)[C@@H]1O	6%
Cc1ccc(S(=O)(=O)N2CCC(C(=O)Nc3cc(C)ccc3C)CC2)cc1	?
COCC(=O)Nc1cc(C(=O)N2CCc3c([nH]c4ccccc34)C2)cc2nc(-c3ccccc3)n(C)c12	?
C[C@H](CO)N1C[C@H](C)[C@@H](CN(C)C(=O)Nc2ccccc2)Oc2cc(Br)ccc2S1(=O)=O	?
CCOC(=O)C1CCCN(C(=O)c2cc(-c3cccs3)oc2C)CC1 (configuration not stated)	?
Cc1cc(C)c2c(c1C)C(=O)CCC2	-14%
CC(C)NC(=O)[C@@H]1C[C@@H](Sc2nc3ccccc3[nH]2)CN1C1Cc2ccccc2C1	?
CC(=O)N1CCN(C(=O)c2sc3ncnc(NCC4CCCO4)c3c2C)CC1 (configuration not stated)	-11%
C=C1CCN([C@@H](CC(C)C)C(=O)O)S(=O)(=O)c2ccccc21	-22%
CC1(C)CC(=O)C=C(c2cccc(OC(=O)c3ccc(Br)cc3)c2)C1=O	-4%
CS(=O)(=O)Nc1ccc(-c2cccc3nccn23)cc1	0%
O=C(NCCCc1ccccc1)C1CC1	6%
CCOC(=O)[C@]12CCCC=C1N(CCc1ccc(OC)c(OC)c1)C(=O)[C@H](CC(=O)N1CCN(C(=O)C3CC3)CC1)C2	-14%
O=C(COC(=O)CC1CC2CCC1C2)Nc1ccccc1Cl (configuration not stated)	?
CC[C@]12c3[nH]c4ccc(OC)cc4c3CCN1C(=O)C(CC(=O)NCCC1=CCCCC1)C[C@@H]2C(=O)N1CCN(C(=O)C2CC2)CC1 (some centres not stated)	-5%
